High-throughput results deposited in PubChem by several laboratories.
LEDGF integ inh: blockers of LEDGF/p75-dependent integrase strand transfer – biochemical, TR-FRET, high throughput, primary screen. inhibition, % at 3.7 µM. TR-FRET IN-LEDGF/p75 DNA integration, Eu/Cy5. 370,000 tested, 0.64% active. HIV-1 integrase (with human LEDGF/p75);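 active = inhibition above the screen-wide mean plus 3 SD, cut at about 13% in these data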;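 also: signal is the Cy5 over europium emission ratio at 671 and 618 nm; 0% = plate median of compound wells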
ABHD4 inh: ABHD4 inhibitors, primary screen, biochemical, fluorescence polarization, mouse; inhibition, % at 8.92 µM; 370,000 tested, 0.54% active; purified mABHD4, FP-Rh probe fluorescence polarization;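 active = inhibition exceeding the mean over every tested compound plus 3 SD, cut at about 30% in these data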;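 also: 0% = plate median of compound wells and 100% = S159A mutant with DMSO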
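assay system = mABHD4 protein | compound dosing = single nominal dose of 8.92 µM, 0.89% DMSO final | read-out basis = percent inhibition of probe binding, normalized to plate controls | schedule = Enzyme–compound pre-incubation 45 min, then probe 60 min, both 25 °C | detection = fluorescence polarization, excitation 525 nm, emission 598 nm, BODIPY TMR filters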
SIAE primary: human SIAE inhibitors, primary screen, biochemical, fluorescence polarization, FP-Rh probe, 1536-well HTS; Sialate O-acetylesterase (Homo sapiens), Q9HAT2; SIAE FP-Rh probe binding; inhibition, % at 9.66 µM; 370,000 tested, 0.69% active; AID 1053197, 2014;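 active = inhibition above a cutoff: mean of compounds within the control limits plus 3 SD of those, cut at about 17% in these data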;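 also: 0% = plate median of compound wells and 100% = probe without SIAE protein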
Target sequence (Q9HAT2 whole entry, looked up): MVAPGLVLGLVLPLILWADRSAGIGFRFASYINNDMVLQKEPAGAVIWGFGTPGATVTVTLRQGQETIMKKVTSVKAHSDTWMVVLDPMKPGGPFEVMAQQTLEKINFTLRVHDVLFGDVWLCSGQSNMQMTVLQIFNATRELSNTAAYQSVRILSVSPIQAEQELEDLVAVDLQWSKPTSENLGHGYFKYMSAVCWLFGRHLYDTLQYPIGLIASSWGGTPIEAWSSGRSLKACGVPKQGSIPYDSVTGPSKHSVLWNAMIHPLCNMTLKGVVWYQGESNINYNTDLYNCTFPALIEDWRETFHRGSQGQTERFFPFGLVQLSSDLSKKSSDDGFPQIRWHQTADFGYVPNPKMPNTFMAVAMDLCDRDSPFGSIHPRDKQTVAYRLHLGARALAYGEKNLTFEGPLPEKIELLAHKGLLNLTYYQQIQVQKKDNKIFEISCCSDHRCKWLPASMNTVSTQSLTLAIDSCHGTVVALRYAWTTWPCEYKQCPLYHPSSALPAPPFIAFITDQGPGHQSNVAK
NR1D1 modulator: modulators of Rev-erb alpha DNA binding, primary screen, biochemical, FITC-DNA, fluorescence polarization, uHTS; Rev-erbα–FITC-DNA binding, 90 min; activity, % at 10 µM; 370,000 tested, 0.79% active;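 active = activity above about 14%, limit read from the data; passing the limit was not always enough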;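 also: 0% = DMSO wells with 35 nM protein and 100% = DMSO wells with 750 nM protein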
PG9 binder: binders of HIV-1 gp120 antibody PG9, primary screen, biochemical, TR-FRET | HIV-1 gp120 / PG9 antibody interaction | TR-FRET gp120-PG9 antibody binding | inhibition, % at 6.7 µM | 360,000 tested, 0.43% active; in the data active = inhibition above about 8.5%
rCAG binder: binders of r(CAG) RNA repeats, primary screen, biochemical, fluorescence. r(CAG) RNA repeat, TO-PRO-1 dye displacement fluorescence. inhibition, % at 3 µM. 370,000 tested, 1.3% active. AID 651821, 2012;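 active = inhibition above the plate cutoff, the mean of all test compounds on that plate plus 3 SD, cut at about 35% in these data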;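 also: 0% = DMSO alone and 100% = 100 µM mitoxantrone as full dye displacement; higher means more dye released from RNA so lower well fluorescence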
TCR CD3 inh: inhibitors of human TCR-CD3 interaction, primary screen, biochemical, fluorescence, TAMRA-labeled TCR probe; AID 651800, 2012; 360,000 tested, 0.37% active; T-cell receptor (TCR); inhibition, % at 9.4 µM; in the data active = inhibition above about 19%;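 also: recombinant mutant TCR 2C K166C tagged with TAMRA read by polarization; 0% = receptor in buffer alone and 100% = receptor with positive control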
TDP2 inh: human TDP2 enzyme inhibitors, primary screen, biochemical, epi absorbance, recombinant enzyme | Tyrosyl-DNA phosphodiesterase 2 (Homo sapiens), O95551 | T5PNP hydrolysis, p-nitrophenol absorbance 415 nm | inhibition, % at 12.8 µM | 370,000 tested, 0.34% active | AID 720702, 2013;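 active = inhibition above the mean of all tested compounds plus 3 SD, set per campaign, cut at about 25% in these data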;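 also: 0% = DMSO with enzyme and 100% = buffer with substrate but no TDP2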
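Read-out basis: percent inhibition. System: recombinant human TDP2. Buffer or medium: Mg2+-containing Tris-HCl buffer, pH 7.5. Repeats: single replicate. Timing: reaction 2 h, 37 °C. Benchmarks: high control without enzyme, low control DMSO plus TDP2. Probe or stimulus: 5 mM T5PNP. Doses: 12.8 µM only. Measured by: epi absorbance of p-nitrophenol freed from T5PNP by hydrolysis.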
HTRA1 inh: HTRA1 serine protease inhibitors, primary screen, biochemical, fluorescence polarization, HTS | recombinant HTRA1, FP-rhodamine activity-based probe | inhibition, % at 5.96 µM | 340,000 tested, 0.5% active | AID 504803, 2011; in the data active = inhibition above about 36%;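 also: 0% = enzyme with DMSO and 100% = wells lacking enzyme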
Target sequence (Q92743 whole entry, looked up): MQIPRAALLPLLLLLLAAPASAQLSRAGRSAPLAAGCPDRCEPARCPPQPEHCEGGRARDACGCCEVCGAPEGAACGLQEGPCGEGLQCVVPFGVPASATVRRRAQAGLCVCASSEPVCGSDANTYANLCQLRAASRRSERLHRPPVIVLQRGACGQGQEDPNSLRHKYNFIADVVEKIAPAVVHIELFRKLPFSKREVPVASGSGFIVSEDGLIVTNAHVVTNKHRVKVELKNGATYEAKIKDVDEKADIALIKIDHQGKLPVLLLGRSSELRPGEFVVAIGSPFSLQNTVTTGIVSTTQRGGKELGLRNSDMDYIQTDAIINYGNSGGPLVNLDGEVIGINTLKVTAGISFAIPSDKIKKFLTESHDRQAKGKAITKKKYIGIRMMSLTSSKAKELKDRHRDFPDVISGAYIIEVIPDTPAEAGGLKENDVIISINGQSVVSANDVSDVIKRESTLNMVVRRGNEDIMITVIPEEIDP
PRMT1 inh: PRMT1 methyltransferase inhibitors, primary screen, biochemical, fluorescence polarization; 370,000 tested, 1.3% active; recombinant PRMT1, activity-based probe fluorescence polarization; inhibition, % at 2.79 µM; Protein arginine N-methyltransferase 1 (Homo sapiens), Q99873;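 active = inhibition above about 21% made by adding two undisclosed values, limit read from the data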
The depositor's hits bear a star; nt = not tested or not shown. These rows are one share of the data; the hit share may differ from the screen's.

SMILES | LEDGF integ inh | ABHD4 inh | SIAE primary | NR1D1 modulator | PG9 binder | rCAG binder | TCR CD3 inh | TDP2 inh | HTRA1 inh | PRMT1 inh
COCCN(C(=O)COC(=O)C(c1ccccc1)c1ccccc1)c1c(N)n(Cc2ccccc2)c(=O)[nH]c1=O | 1 | -5 | -5 | 2 | -1.4 | -1 | 15 | 3 | -6 | 0
CC(C)(C)c1ccc(-c2nnc(SC3CCOC3=O)n2Cc2ccccc2)cc1 (stereo not given) | -3 | -4 | -1 | 5 | -0.2 | -3 | 4 | 3 | -8 | 2
Cc1cc(F)ccc1C(=O)N1CCC(Oc2cccnc2)CC1 | 0 | -2 | 9 | -3 | nt | -1 | nt | 5 | nt | -4
O=C(/C=C/c1ccccc1[N+](=O)[O-])Nc1cc(S(=O)(=O)N2CCOCC2)ccc1N1CCOCC1 | 0 | -2 | -8 | -6 | -1.7 | 5 | 4 | -4 | 0 | 0
CC(=O)c1ccccc1OCCn1nnc(-c2ccc(C)cc2)n1 | -1 | 0 | 1 | 4 | -0.1 | -7 | -3 | 13 | -20 | -2
COc1cc(-c2noc(C)c2C(=O)NCCCn2ccnc2)cc(OC)c1OC | -2 | 1 | -3 | 0 | -2.9 | 0 | 0 | -7 | 9 | -1
O=C(NCc1ccco1)c1ccc2c(c1)C(=O)c1ccccc1-2 | -1 | 5 | -5 | 6 | -2.4 | 10 | 0 | 2 | -1 | 9
CCOC(=O)c1ccc(NC(=O)CSc2ccc(-c3ccncc3)nn2)cc1 | 3 | -5 | -2 | 1 | -0.8 | -2 | 6 | -4 | -3 | 0
COCOc1cccc(CN2CCC(C)(Oc3ccc(SC)cc3)C2)c1 (stereo not given) | 3 | 1 | -1 | -6 | -1.3 | -2 | 8 | 3 | nt | -4
COc1cc(/C=C/C(=O)NC(C)C)ccc1OCc1ccccc1 | -4 | -20 | 3 | 2 | -1.0 | -5 | 0 | 6 | 0 | 2
CCCCCCCCN1C(=O)[C@H](CC(=O)N2CCCC2)C[C@@]2(C(=O)OC)CC(C)(C)CC=C12 | -3 | 2 | 0 | -4 | -0.5 | 3 | -4 | -4 | nt | 1
CC1CN(S(=O)(=O)c2ccc(C(=O)Nc3nnc(-c4ccc5c(c4)CCCC5)o3)cc2)CC(C)O1 (stereo not given) | -4 | 4 | 2 | 4 | -0.8 | 6 | -3 | -4 | 4 | 0
O=[N+]([O-])c1cc(S(=O)(=O)N2CCCCCC2)ccc1Cl | -2 | 8 | 4 | -2 | 0.8 | -4 | -2 | 7 | -8 | -1
C=C[C@@H]1c2cc(C)ccc2N(S(=O)(=O)c2ccc(C)cc2)[C@H](c2ccccc2)C1(C#N)S(=O)(=O)c1ccccc1 (stereo not given in full) | -5 | 4 | -5 | 2 | 0.2 | 3 | 5 | 4 | 1 | 0
CN(C(=O)/C=C/c1cnc2ccccc2c1)C1CCCCC1 | 0 | 3 | -4 | 6 | -1.4 | -6 | 2 | 6 | 5 | 2
CN1OC[C@@H]2CN(Cc3ccccc3)[C@H](c3cccc(Oc4ccccc4)c3)C[C@@H]21 | -5 | 0 | 4 | 1 | 0.1 | 2 | -1 | 0 | -23 | 0
CC1CCN(C(=O)CCc2nnc(-c3ccccc3)o2)CC1 | -9 | 0 | -1 | 3 | -1.1 | -5 | -5 | 1 | -4 | 0
CCOC(=O)c1c(C)nc2sc3c(=O)[nH]cnc3c2c1-c1ccc(OC)cc1 | 3 | -9 | -9 | -3 | 0.9 | -1 | 4 | 0 | 8 | 0
N=C1/C(=C\c2ccc(OC(=O)c3ccc(F)cc3)cc2)C(=O)N=C2SC(N3CCCC3)=NN12 | 2 | -7 | 10 | -1 | 1.0 | 20 | -12 | -15 | 17 | 8
COc1cc(/C=C2\SC(=O)N(c3ccc(Cl)cc3)C2=O)cc([N+](=O)[O-])c1O | -3 | 37* | 8 | 2 | -2.5 | 34 | -4 | 10 | 10 | 2
Cc1csc(NC(=O)c2cnc3ccccc3n2)n1 | 7 | -11 | -4 | 2 | -1.5 | 1 | 1 | -13 | -2 | -6
Clc1ccccc1CNc1ncnc2nc[nH]c12 | 0 | -3 | 1 | 1 | 0.1 | 0 | -7 | -1 | -3 | 1
COc1ccc(OC)c(C2C(C#N)=C(N)N(N(C)C)C3=C2C(=O)CCC3)c1 (stereo not given) | 1 | 2 | 4 | 5 | -2.7 | -2 | -1 | 7 | 7 | 3
Cc1cccc(OCC(=O)O/N=C(\N)Cc2ccc([N+](=O)[O-])cc2)c1 | 3 | -1 | -6 | 1 | -0.2 | 1 | -1 | 6 | -9 | 2
Cc1ccnc(NC(=O)c2ccc3c(c2)C(=O)N(CC2CCCO2)C3=O)c1 (stereo not given) | -10 | -5 | 0 | -1 | 1.4 | -1 | 1 | -10 | -3 | 11
Cc1cc(=O)n2nc(N3CCCC3C(=O)Nc3ccccc3C)sc2n1 (stereo not given) | -2 | -7 | -9 | -3 | 0.6 | 5 | 0 | 4 | -6 | 1
O=C(CSC1=NS(=O)(=O)c2cc(Cl)ccc2N1)c1ccc(Cl)cc1 | 0 | -1 | -18 | 7 | 1.1 | 17 | 6 | 4 | 3 | 0
Cc1nn(CC(=O)Nc2ccncc2)c(C)c1[N+](=O)[O-] | -1 | -8 | -5 | -5 | 3.5 | 3 | -9 | 5 | 1 | 2
O=C(CCC1COc2ccccc2O1)Nc1ncccc1O (stereo not given) | -3 | 6 | -5 | -4 | -0.5 | 1 | -2 | 2 | 5 | 3
CCOCC(=O)Nc1c(C(=O)OCC)oc2ccccc12 | -3 | -8 | 5 | 1 | -0.6 | -2 | 9 | 0 | -2 | -1

Profiles as entered above:
Cc1csc(NC(=O)c2cnc3ccccc3n2)n1 is listed with LEDGF integ inh: 7; ABHD4 inh: -11; SIAE primary: -4; NR1D1 modulator: 2; PG9 binder: -1.5; rCAG binder: 1; TCR CD3 inh: 1; TDP2 inh: -13; HTRA1 inh: -2; PRMT1 inh: -6
O=C(CCC1COc2ccccc2O1)Nc1ncccc1O (stereo not given) is listed with LEDGF integ inh: -3; ABHD4 inh: 6; SIAE primary: -5; NR1D1 modulator: -4; PG9 binder: -0.5; rCAG binder: 1; TCR CD3 inh: -2; TDP2 inh: 2; HTRA1 inh: 5; PRMT1 inh: 3

(further entries)
SMILES | LEDGF integ inh | ABHD4 inh | SIAE primary | NR1D1 modulator | PG9 binder | rCAG binder | TCR CD3 inh | TDP2 inh | HTRA1 inh | PRMT1 inh
CCOC(=O)C1CCCN(C(=O)c2cc(S(=O)(=O)Nc3ccccc3OC)ccc2C)C1 (stereo not given) | 2 | 0 | -1 | 1 | -0.8 | 0 | 12 | 3 | 0 | 1
COc1ccc2c(Cl)c(C(=O)NCCCn3ccnc3)sc2c1Cl | 0 | -5 | -24 | -21 | 0.8 | 6 | 7 | 9 | -17 | 0
CC(C)(C)OC(=O)[C@H](Cc1ccccc1)NC(=O)c1nc[nH]c1C(=O)N1CCc2ccccc2C1 | 2 | -9 | 2 | 0 | 3.2 | -4 | -4 | 0 | -27 | -2
Cn1c(SCC(=O)Nc2ccc3c(c2)OCO3)nnc1-c1cnccn1 | 3 | 11 | 0 | -1 | 0.8 | -1 | 9 | 0 | -4 | -1
Cc1cc(N(CCO)CCO)nc(-n2nc(C)cc2C)n1 | -4 | -17 | -1 | -3 | -1.8 | 4 | 3 | -4 | 6 | -3
O=C(O)Cc1cn(Cc2cccc(Cl)c2)c2ccccc12 | -3 | 1 | -3 | 7 | -0.2 | -1 | -2 | 12 | -5 | 0
Cc1cc(C(=O)Nc2cccnc2)cs1 | 0 | -1 | -1 | 7 | -0.3 | 5 | 9 | 8 | 3 | 3
Cc1cccc(NC(=O)N2CCN(Cc3ccc4c(c3)OCO4)CC2)c1C | 0 | -4 | 1 | 3 | -2.0 | -6 | 0 | 5 | 3 | -2
CCOC(=O)N1CC=C2C(C#N)=C(N)C(C#N)(C#N)[C@H](c3ccc(OCC)c(OCC)c3)[C@H]2C1 | 0 | 1 | 4 | 3 | -0.1 | -2 | 1 | -2 | -3 | 2
S=c1nc[nH]c2c1ncn2C1CCCC1 | -4 | 1 | 6 | 3 | -0.5 | -1 | 4 | 9 | 5 | 3
Cc1cccc(-c2cccc3c4c([nH]c23)[C@@H]2C[C@H](N(C)C(=O)c3ccco3)[C@H]([C@H](C)O)C(=O)N2CC4)c1 | -2 | -5 | 7 | 4 | nt | 10 | nt | -1 | nt | 4
CC1C(=O)C(C)C(c2ccc(O)cc2)NC1c1ccc(O)cc1 (stereo not given) | 8 | -4 | 5 | 1 | -1.2 | -2 | -3 | -11 | 2 | -6
C#CCOCCOCCOCCNc1nc(N2CCN(C(=O)[C@H](CCC(=O)O)n3cc([C@@H](N)CCCCN)nn3)CC2)nc(N2CCN(C(=O)[C@H](CCCCN)n3cc([C@@H](N)CC(N)=O)nn3)CC2)n1 | 1 | -5 | 9 | 0 | 1.5 | 4 | 0 | 10 | 3 | 0
c1ccc(-c2nnc(-c3ccccn3)nc2NC2CCCCC2)cc1 | -3 | 5 | -1 | -1 | -1.4 | -2 | 0 | -5 | 65* | -2
CCOC(=O)NC(Nc1nc2ccccc2s1)(C(=O)OCC)C(F)(F)F (stereo not given) | -2 | 5 | -2 | 3 | -0.5 | -3 | 2 | -7 | -4 | -1
O=C1C2CCCCN2C(=O)N1CCCCN1CCN(c2ccc([N+](=O)[O-])cc2)CC1 (stereo not given) | -1 | -14 | -2 | -1 | 3.1 | 5 | -3 | -12 | 1 | 3
COc1cc(-c2nnc3n(CCc4ccccc4)c(=O)c4ccccc4n23)cc(OC)c1OC | 1 | 2 | -6 | -1 | -1.8 | 0 | 5 | 5 | -1 | -1
Cc1ccc(S(=O)(=O)CCC(=O)OC(C)C(=O)N2CCc3ccccc32)cc1 (stereo not given) | -4 | 6 | 9 | -2 | -0.1 | -6 | -12 | 9 | -6 | 6
CCOC(=O)c1sc2nc(CN3CCN(c4cccc(C(F)(F)F)c4)CC3)[nH]c(=O)c2c1C | 2 | -2 | -5 | 8 | 1.6 | 11 | -13 | 6 | -7 | 2
Cc1c(NC(=O)COC(=O)C23CC4CC(CC(O)(C4)C2)C3)c(=O)n(-c2ccccc2)n1C | 2 | -1 | -2 | 4 | 0.5 | -2 | -1 | 5 | 4 | 2
